Compound activity from PubChem BioAssay.
FEN1 inhibitor = human FEN1 inhibition; AID 588795; hit rate 0.35% among 390,000; P39748; Potency, µM (doses to about 114 µM), inactives show at the top dose activity change, negative = inhibition, hits mostly inhibitors; Recombinant FEN1 flap cleavage, fluorescence, 15 min; further: nearly all actives have a fitted effect of over 65% in size
Target sequence (P39748 whole entry, looked up): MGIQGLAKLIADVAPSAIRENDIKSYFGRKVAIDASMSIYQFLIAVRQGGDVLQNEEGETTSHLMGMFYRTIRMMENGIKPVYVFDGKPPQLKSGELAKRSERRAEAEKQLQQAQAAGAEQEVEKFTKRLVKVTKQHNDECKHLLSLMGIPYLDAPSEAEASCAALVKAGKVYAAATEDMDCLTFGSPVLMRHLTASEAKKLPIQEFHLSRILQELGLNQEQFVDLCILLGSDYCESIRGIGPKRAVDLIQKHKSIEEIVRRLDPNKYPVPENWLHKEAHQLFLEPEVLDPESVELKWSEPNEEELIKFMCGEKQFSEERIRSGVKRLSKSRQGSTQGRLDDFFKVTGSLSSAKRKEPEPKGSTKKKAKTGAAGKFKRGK
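FEN1 at 10 nM, compound pretreatment for 15 min (room temperature), 50 nM final substrate to initiate; endpoint reads at 0 and 15 min; DMSO-only plates used as vehicle background.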
N370S GC mod = N370S glucocerebrosidase modulation, Gaucher chaperone candidate; P04062; AID 2101; Potency, µM (doses to about 59.4 µM), without a hit: at the top dose activity change, negative = inhibition, usual class: inhibitors; N370S GC spleen homogenate, 4MU-glucoside fluorescence; hit rate 0.092% among 330,000;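 further: 0% = full enzyme activity and -100% = no enzyme basal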
TDP1 inh = blocks human tyrosyl-DNA phosphodiesterase 1 | Q9NUW8 | recombinant TDP1, AlphaScreen DNA substrate cleavage | Potency, µM (doses to about 130 µM), for inactives: at the highest dose activity change, negative = inhibition, actives largely listed as inhibitors | hit rate 0.28% among 350,000; further: nearly all actives have a fitted effect of over 40% in size
Target sequence (Q9NUW8 whole entry, looked up): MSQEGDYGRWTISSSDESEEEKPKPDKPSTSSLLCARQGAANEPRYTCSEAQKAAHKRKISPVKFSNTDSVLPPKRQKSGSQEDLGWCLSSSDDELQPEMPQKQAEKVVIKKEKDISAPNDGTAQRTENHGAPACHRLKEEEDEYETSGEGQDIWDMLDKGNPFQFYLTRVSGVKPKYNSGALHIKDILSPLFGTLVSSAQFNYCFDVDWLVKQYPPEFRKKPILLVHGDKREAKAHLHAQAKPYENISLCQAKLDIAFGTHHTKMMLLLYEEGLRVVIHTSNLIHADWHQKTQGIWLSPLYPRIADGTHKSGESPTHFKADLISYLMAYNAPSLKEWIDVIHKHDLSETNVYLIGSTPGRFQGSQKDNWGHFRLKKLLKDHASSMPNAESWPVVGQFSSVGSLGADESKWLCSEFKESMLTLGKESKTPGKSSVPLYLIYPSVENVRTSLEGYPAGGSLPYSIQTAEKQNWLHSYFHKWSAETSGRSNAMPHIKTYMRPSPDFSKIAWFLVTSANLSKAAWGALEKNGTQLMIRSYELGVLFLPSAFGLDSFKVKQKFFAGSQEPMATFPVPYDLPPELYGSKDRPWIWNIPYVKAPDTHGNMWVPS
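Recombinant E. coli-expressed Tdp1 (1 nM) preincubated with compound 15 min at RT, then 5'-biotin/3'-phosphotyrosine-FITC DNA substrate (15 nM) added for 5 min. AlphaScreen beads (10 ug/ml) added, 10 min RT; tyrosine-FITC cleavage read as signal loss.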
An asterisk follows results filed as active; & = joins results of further samples. The call rests on the fitted dose curve; in most records, active means well fitted curve in the direction sought with a large enough effect; inconclusive means small, poorly fitted or top-dose-only effect, or another doubt; inactive means no such curve, though single readings can be large; an effect the other way counts as inactive or inconclusive. Unless noted, on the % scale 0 is the no-effect control and ±100 the full control effect; potency means the concentration at half of the fitted maximal effect. This is a subset. The share of hits here may be higher or lower than overall.

Screening O=C1NC(=O)N(c2ccccc2)C(=O)/C1=C\c1ccc([N+](=O)[O-])o1 returned N370S GC mod 2%.
Screening CN1CCCC2(CCN(C(=O)Oc3ccccc3)CC2)C1 returned N370S GC mod -10%.
CN1CCCC2(CCN(C(=O)c3ccncc3)CC2)C1 was read as N370S GC mod -3%.
O=C(Nc1cccc(F)c1)N1CCC2(CC1)CCN(C(=O)Oc1ccccc1)CC2 was read as N370S GC mod -6%.
`O=C(Oc1ccccc1)N1CCC2(CCCN(Cc3nccs3)C2)CC1` gave N370S GC mod -4%.
CC(C)CN1CCCC2(CCN(C(=O)c3ccncc3)CC2)C1 was read as N370S GC mod -6%.
Oc1ccc(C(=C(Cl)Cl)c2ccc(O)cc2)cc1 was read as N370S GC mod -6%.
Screening CC(C)NC(=O)N1CCC2(CCNCC2)CC1 returned N370S GC mod 1%.
`COC1CC(OC2CCC3(C)C(CCC4C3CCC3(C)C(C5=CC(=O)OC5)C(OC(C)=O)CC43O)C2)OC(C)C1OC1OC(COC2OC(CO)C(O)C(O)C2O)C(O)C(O)C1O` (centres undefined) gave N370S GC mod -7%.
Screening c1ccc(N2CC3(CCNCC3)C2)nc1 returned N370S GC mod -1%.
`c1cc(CN2CC3(CCNCC3)C2)ccn1` gave N370S GC mod 0%.
`CC(C)CN1CC[C@@]2(CCCN(C(=O)Oc3ccccc3)C2)C1` gave N370S GC mod 1%.
Screening CNCCc1ccccc1 returned N370S GC mod -14%.
`O=C(Nc1cccc(F)c1)N1CCCC2(CCN(C(=O)Oc3ccccc3)CC2)C1` gave N370S GC mod 9%.
Screening CN1CCC2(CC1)CCN(C(=O)c1ccco1)CC2 returned N370S GC mod -2%.
For O=C(Nc1ccccc1)N1CCCC2(CCN(C(=O)Oc3ccccc3)CC2)C1 the results were N370S GC mod 18%.
CC(C)CN1CCC2(CC1)CCN(S(C)(=O)=O)CC2 was read as N370S GC mod -3%.
Screening Cc1[nH]c2ccccc2c1P(=S)(c1ccccc1)c1ccccc1 returned TDP1 inh 0%.
`C[C@]12CCC3C(CCC4=C(Cl)C(=O)CC[C@@]43C)C1CCC2O` (some centres undefined) gave TDP1 inh 5%.
`C[N+](C)(C)CCOC(=O)C(O)(c1ccccc1)c1ccccc1` gave TDP1 inh -1%.

Among those listed so far, these contain a furan ring, fused or not:
Screening O=C1NC(=O)N(c2ccccc2)C(=O)/C1=C\c1ccc([N+](=O)[O-])o1 returned N370S GC mod 2%.
Screening CN1CCC2(CC1)CCN(C(=O)c1ccco1)CC2 returned N370S GC mod -2%.

Next results follow:
Screening CCCCCCCCCC(CC)c1ccc(S(=O)(=O)O)cc1 (centres undefined) returned TDP1 inh 6%.
For Cn1c(-c2ccccc2)c(P(=S)(c2ccccc2)c2ccccc2)c2ccccc21 the results were TDP1 inh 0%.
C#CC(C)(O)CC (centres undefined) was read as TDP1 inh 4%.
C=C[C@@H]1CN2CC[C@H]1C[C@H]2[C@H](O)c1ccnc2ccccc12 was read as TDP1 inh -2%.
For ClC1=C(Cl)C2(Cl)C(CBr)CC1(Cl)C2(Cl)Cl (centres undefined) the results were TDP1 inh 14%.
`CNC(=O)Oc1ccccc1C(=O)Nc1ccccc1` gave TDP1 inh -2%.
CCCCCCCCCC(=O)O[C@H]1CC[C@H]2[C@@H]3CCC4=CC(=O)CC[C@]4(C)[C@H]3CC[C@]12C was read as TDP1 inh -11%.
Screening CCN(CC)C(=O)/C(Cl)=C(\C)OP(=O)(OC)OC returned TDP1 inh -2%.
`CN1C(=S)CN=C(c2ccccc2)c2cc(Cl)ccc21` gave TDP1 inh 3%.
For C[C@]12CCC3C(CC[C@H]4C[C@@H](O)CC[C@]34C)C1CC[C@@]2(O)C(F)(F)F (some centres undefined) the results were TDP1 inh 1%.
Screening c1ccc(C2(N3CCCC3)CCCCC2)cc1 returned TDP1 inh 6%.
Screening O=c1n(Cl)c(=O)n(Cl)c(=O)n1Cl returned TDP1 inh 9%.
For O=P(NC1CCCCC1)(Oc1ccccc1)Oc1ccccc1 the results were FEN1 inhibitor -12%.
Screening O=C(O)CC1CC(c2ccccc2)=NO1 (centres undefined) returned FEN1 inhibitor inconclusive.
`COC(=O)C1=C(c2cccc(OC)c2OC)C[C@@H]2CC[C@H]1N2C(=O)NCc1ccc(F)cc1` gave FEN1 inhibitor 9%.
O=C(c1ccccc1)C(Cc1ccccc1)N1CCOCC1 (centres undefined) was read as FEN1 inhibitor -9%.
`COC(=O)C1=C(c2cc3ccccc3o2)C[C@@H]2CC[C@H]1N2C(=O)NCCO` gave FEN1 inhibitor 4%.
CC1=C(O)C(=O)C=C2C1=CC=C1C2(C)CCC2(C)C3CC(C)(C(=O)O)CCC3(C)CCC12C (centres undefined) was read as FEN1 inhibitor 40µM*.
For CN(C)c1ccc([N+](=O)[O-])c([N+](=O)[O-])c1 the results were FEN1 inhibitor -2%.
Screening O=C(c1ccc2nc3ccc(Cl)cc3c(=O)n2c1)N1CCC2(CC1)OCCO2 returned FEN1 inhibitor -4%.
CCOC(=O)c1cnc(N2CC2)nc1N was read as FEN1 inhibitor -5%.
Screening COc1ccc(-c2ccc3n2Cc2cnnn2-c2ccccc2-3)cc1 returned FEN1 inhibitor -9%.
`O=C(O)c1ccc([N+](=O)[O-])c([N+](=O)[O-])c1` gave FEN1 inhibitor -7%.
For COc1ccc(N2CCN(CCCN)CC2)cc1 the results were FEN1 inhibitor -8%.
CC12CCC3C(CCC4(O)CC(O)CCC34C=NO)C1(O)CCC2C1=COC(=O)C1 (centres undefined) was read as FEN1 inhibitor -13%.
For CC(=O)C1C(N2CC2)CC2C3CCC4=CC(=O)CCC4(C)C3CCC21C (centres undefined) the results were FEN1 inhibitor 0%.
O=C(NN=Cc1ccc(N(CCCl)CCCl)cc1)c1cc(=O)[nH]c(=O)[nH]1 was read as FEN1 inhibitor 6%.
O=C(NC1CCCCC1)[C@@H]1CC=C[C@@H]2CCN(Cc3ccccc3)C(=O)[C@@H]21 was read as FEN1 inhibitor 15%&-13%.
O=C1CC=C2C3CC4N(CCC45c4ccccc4N1C25)CC3=CCO (centres undefined) was read as FEN1 inhibitor 7%.
`CC1([N+](=O)[O-])COP(=O)(NCc2cccnc2)OC1` (centres undefined) gave FEN1 inhibitor -5%.

2 neighbouring compounds already listed, for reference:
`O=C(O)c1ccc([N+](=O)[O-])c([N+](=O)[O-])c1` gave FEN1 inhibitor -7%.
For COc1ccc(N2CCN(CCCN)CC2)cc1 the results were FEN1 inhibitor -8%.

Structural class, the entries above containing fluorine (4)
O=C(Nc1cccc(F)c1)N1CCC2(CC1)CCN(C(=O)Oc1ccccc1)CC2 was read as N370S GC mod -6%.
`O=C(Nc1cccc(F)c1)N1CCCC2(CCN(C(=O)Oc3ccccc3)CC2)C1` gave N370S GC mod 9%.
For C[C@]12CCC3C(CC[C@H]4C[C@@H](O)CC[C@]34C)C1CC[C@@]2(O)C(F)(F)F (some centres undefined) the results were TDP1 inh 1%.
`COC(=O)C1=C(c2cccc(OC)c2OC)C[C@@H]2CC[C@H]1N2C(=O)NCc1ccc(F)cc1` gave FEN1 inhibitor 9%.

Going on with the list.
`CCC1(O)C(=O)OCc2c1cc1n(c2=O)Cc2cc3c(N)cccc3nc2-1` (centres undefined) gave FEN1 inhibitor 5%.
CCOc1ccc(CN(CCc2ccc3c(c2)OCO3)Cc2cccc(OC)c2)cc1 was read as FEN1 inhibitor -27%.
Screening CCCC1CCCCC12C(=O)NC(=O)NC2=O (centres undefined) returned FEN1 inhibitor 0%.
`CCOc1ccc(-c2cc(C(=O)N3CCC4(CC3)OCCO4)c3ccccc3n2)cc1` gave FEN1 inhibitor 2%.
`CC1C(c2cccs2)=[N+]([O-])C(C)(C(=O)c2ccc(F)cc2)N1O` (centres undefined) gave FEN1 inhibitor -1%.
Screening CC1=C2CCC3C(CCC4=CC(=O)CCC43C)C2CC1 (centres undefined) returned FEN1 inhibitor -18%.
`COC(=O)C1=C(c2ccc(S(C)(=O)=O)cc2)C[C@@H]2CC[C@H]1N2C(=O)NC1CC1` gave FEN1 inhibitor -12%.
C=CCC1(CCCCC)C(=O)NC(=S)NC1=O was read as FEN1 inhibitor 1%.
For CCC1(NS(=O)(=O)c2ccc(N)cc2)C(=O)N(C)C(=O)N(C)C1=O the results were FEN1 inhibitor 1%.
For CCCCCC1(C(C)C)C(=O)NC(=S)NC1=O the results were FEN1 inhibitor 5%.
CCOC(=O)C1C(OC(=O)c2ccccc2)CC2CCC1N2C (centres undefined) was read as FEN1 inhibitor -7%.
`CC(=O)C1CCC2C3CC(O)C4CC(O)CCC4(C)C3CCC12C` (centres undefined) gave FEN1 inhibitor -4%.
For COC(=O)C1=C(c2ccccc2)C[C@@H]2CC[C@H]1N2C(=O)NCCO the results were FEN1 inhibitor 3%.
Screening COC(=O)C1=C(c2ccc(S(C)(=O)=O)cc2)C[C@@H]2CC[C@H]1N2C(=O)NC1CCCCC1 returned FEN1 inhibitor -1%.
Screening COc1cc(C2(C#N)CCN(C)CC2)cc(OC)c1OC returned FEN1 inhibitor 2%.
Screening O=C1CC(=O)N(Cc2ccccc2)C(=O)N1Cc1ccccc1 returned FEN1 inhibitor 13%.
COc1ccc2nc3c(C)n(C)ccc-3c2c1 was read as FEN1 inhibitor inconclusive.
Screening C[C@@H]1C(=O)O[C@H]2[C@H](O)[C@]34[C@@H]5OC(=O)[C@]3(OC3OC(=O)[C@H](O)C34[C@H](C(C)(C)C)[C@@H]5O)[C@@]12O (some centres undefined) returned FEN1 inhibitor 4%.
For COC1/C=C/C=C(\C)Cc2cc(O)c(Cl)c(c2)N(C)C(=O)CC(OC(=O)C(C)C)C2(C)OC2C(C)C2CC1(O)NC(=O)O2 (centres undefined) the results were FEN1 inhibitor -5%.
COC(=O)C1=C(c2cccc(OC)c2OC)C[C@@H]2CC[C@H]1N2C(=O)NCc1ccccc1 was read as FEN1 inhibitor -14%.
For CC12CCC(=O)C=C1CC(N1CC1)C1C2CCC2(C)C(O)CCC12 (centres undefined) the results were FEN1 inhibitor 0%.
ClCCN1CCSCC1 was read as FEN1 inhibitor -6%.
`NCC(=O)c1cccc([N+](=O)[O-])c1` gave FEN1 inhibitor 14%.
For CCCCCCC(Cl)(Cn1ccnc1)c1ccccc1 (centres undefined) the results were FEN1 inhibitor 4%.
Screening COC(=O)C1=C(c2cccc(OC)c2OC)C[C@@H]2CC[C@H]1N2C(=O)NCCO returned FEN1 inhibitor 25%.
Screening CCN1C[C@]2(COC)CC[C@H](O)[C@@]34C5C[C@H]6[C@H](O)C5[C@](O)(C[C@H]6OC)[C@@H]([C@H](OC)C23)[C@@H]14 (some centres undefined) returned FEN1 inhibitor 3%.
For Cc1cccc(N/N=C/c2c(O)[nH]c(=S)[nH]c2=O)c1 the results were FEN1 inhibitor -5%.
CCN1C[C@@]2(COC)C3[C@@H](OC)[C@H]4[C@@H]1[C@@]3(C1C[C@H]3[C@H](OC(=O)c5ccccc5)C1[C@]4(OC(C)=O)C[C@H]3OC)[C@@H](OC)C[C@H]2O (some centres undefined) was read as FEN1 inhibitor -2%.
For CC=C(C)C1(CCC)C(=O)NC(=S)NC1=O the results were FEN1 inhibitor 6%.
`COC(=O)C1=C(c2cc3ccccc3o2)C[C@@H]2CC[C@H]1N2C(=O)N1CCCCC1` gave FEN1 inhibitor -9%.

Overlap with the part before: 2 compounds, followed by the next part.
For CC=C(C)C1(CCC)C(=O)NC(=S)NC1=O the results were FEN1 inhibitor 6%.
`COC(=O)C1=C(c2cc3ccccc3o2)C[C@@H]2CC[C@H]1N2C(=O)N1CCCCC1` gave FEN1 inhibitor -9%.
For CC1CC(C)OP(=O)(OCCC#N)O1 (centres undefined) the results were FEN1 inhibitor 1%.
CC1CCC2[C@@H](C)C(=O)OC3O[C@]4(C)CCC1C32OO4 (some centres undefined) was read as FEN1 inhibitor 21%.
Screening O=C(Cn1c(NCCCl)nc2ccccc21)c1ccc(Br)cc1 returned FEN1 inhibitor -7%.
C#C[C@]1(O)CCC2C3C(=O)C=C4C=CCC[C@]4(C)C3CC[C@@]21C (some centres undefined) was read as FEN1 inhibitor 1%.
For COc1ccc(CC(=O)C2C(=O)N(C)c3ccccc32)cc1OC (centres undefined) the results were FEN1 inhibitor -3%.
Screening O=C1C=CC(=O)C2C1C1(Cl)C(Cl)=C(Cl)C2(Cl)C1(Cl)Cl (centres undefined) returned FEN1 inhibitor -17%.
Cc1ccc(NC(=O)c2ncn(CCCNCCN3CCOCC3)n2)cc1C was read as FEN1 inhibitor 8%.
Screening Cc1cc(/C=C2/C(=O)NC(=O)N(c3ccccc3)C2=O)c(C)n1-c1ccc(F)cc1 returned FEN1 inhibitor 1%.
Screening CCOC(=O)c1ccccc1NC(=O)c1c(O)[nH]c(=O)[nH]c1=O returned FEN1 inhibitor -9%.
Screening Cc1ccc(C(=O)CN2CCOCC2)cc1 returned FEN1 inhibitor 0%.
